TRHR enhancer: qHTS for Small Molecule Agonists and Allosteric Enhancers of Human TRH Receptor: Primary Screen for Enhancers. Thyrotropin-releasing hormone receptor (Homo sapiens), P34981. TRHR cells, fluo-8 calcium fluorescence, EC20 TRH enhancement. enhancement, % at 2 µM. 360,000 compounds, 0.66% hits. AID 493056, 2011; in the data active means enhancement above about 30%; further: 0% is about no effect
Target sequence (P34981 whole entry, looked up): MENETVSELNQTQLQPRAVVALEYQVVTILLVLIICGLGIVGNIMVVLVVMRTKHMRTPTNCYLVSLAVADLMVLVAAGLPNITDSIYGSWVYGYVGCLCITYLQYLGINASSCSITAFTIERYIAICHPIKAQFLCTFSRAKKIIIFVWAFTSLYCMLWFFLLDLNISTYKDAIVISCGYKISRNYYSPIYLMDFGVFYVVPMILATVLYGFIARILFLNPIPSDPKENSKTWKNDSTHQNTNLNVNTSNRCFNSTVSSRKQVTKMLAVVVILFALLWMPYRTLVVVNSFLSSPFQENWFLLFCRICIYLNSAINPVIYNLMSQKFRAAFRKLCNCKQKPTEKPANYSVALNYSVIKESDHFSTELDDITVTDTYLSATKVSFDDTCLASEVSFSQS
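Enhancer read-out: after compound pinning and an initial kinetic agonist-mode read, an EC20 of TRH (10 nM final) was injected and fluo-8 calcium signal (Ex 480/Em 530) followed at 1 s/cycle for 100 cycles in TRHR-expressing cells.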
D1 antag: Antagonist of Human D 1 Dopamine Receptor: qHTS; D(1A) dopamine receptor (Homo sapiens), P21728; HEK293 TREx D1 cells, calcium flux, dopamine EC80; stronger effect = lower value; activity change, negative = inhibition, % at 10 µM; 360,000 compounds, 3.2% hits; AID 504652, 2011; in the data active means activity change below about -30%; further: on the % scale 0 is the no-effect control and ±100 the full control effect
Target sequence (P21728 whole entry, looked up): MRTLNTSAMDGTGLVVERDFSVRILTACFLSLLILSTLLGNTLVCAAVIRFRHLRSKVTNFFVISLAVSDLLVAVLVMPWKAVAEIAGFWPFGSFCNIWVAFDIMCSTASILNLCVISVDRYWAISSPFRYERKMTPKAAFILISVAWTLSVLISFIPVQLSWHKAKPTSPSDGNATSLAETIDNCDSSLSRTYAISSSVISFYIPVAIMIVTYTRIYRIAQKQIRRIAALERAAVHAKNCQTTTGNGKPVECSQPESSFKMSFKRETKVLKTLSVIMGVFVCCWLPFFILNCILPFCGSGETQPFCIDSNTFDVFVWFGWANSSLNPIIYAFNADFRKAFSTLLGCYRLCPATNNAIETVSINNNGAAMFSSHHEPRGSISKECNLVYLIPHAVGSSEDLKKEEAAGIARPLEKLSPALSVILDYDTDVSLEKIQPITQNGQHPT
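HEK293 T-REx cells expressing inducible, force-coupled D1 receptor; no-wash Ca dye, 30–90 min RT. Cmpd → 180 s read at 1 Hz → EC80 DA → 180 s read.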
D1 ag: Allosteric Agonists of the Human D1 Dopamine Receptor: qHTS; 360,000 compounds, 1% hits; D(1A) dopamine receptor (Homo sapiens), P21728; HEK293 T-REx D1 cells, calcium flux, agonist mode; activation, % at 2 µM; further: 0% is about no effect
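Agonism was scored from calcium flux recorded over 180 s (1 read/s) after pintool compound addition, following a 10-cycle baseline. Cells were inducible force-coupled HEK293 TREx D1, plated overnight at 30 C and loaded with no-wash calcium dye.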
RXFP1 antagonist: qHTS Assay for Antagonists of the Relaxin Receptor RXFP1; Relaxin receptor 1 (Homo sapiens), Q9HBX9; HEK293-RXFP1, relaxin-stimulated cAMP HTRF, 30 min; stronger effect = lower value; activity change, negative = inhibition, % at 57.5 µM; 350,000 compounds, 0.59% hits; AID 1259400, 2018;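 active means activity change of -60% or lower, but not beyond a set lower limit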; further: on the % scale 0 is the no-effect control and ±100 the full control effect
D2 PAM: HTS Assay for Positive Allosteric Modulators of the Human D2 Dopamine Receptor: Primary Screen for Potentiators. potentiation, % at 10 µM. HEK293 T-REx D2, calcium flux, EC20 dopamine potentiation. 340,000 compounds, 0.34% hits;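 active means potentiation over 3 SD above the plate norm, cut at about 30% in these data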; further: 0% is about no effect
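Cells plated with tetracycline inducer and held overnight at 30 C; calcium dye loaded 30–90 min at room temperature; baseline taken, compound added and read 180 s; EC20 dopamine then added and read 180 s.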
TRHR ag: qHTS for Small Molecule Agonists and Allosteric Enhancers of Human TRH Receptor: Primary Screen for Agonists; activation, % at 2 µM; 360,000 compounds, 0.18% hits; TRHR cells, calcium flux fluo-8, FDSS agonist mode; Thyrotropin-releasing hormone receptor (Homo sapiens), P34981; further: 0% is about no effect
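TRHR-expressing cells, plated overnight in medium with 10% serum, were loaded with fluo-8 calcium dye at room temperature. After a 10 s baseline, library compound was pin-added and calcium release was recorded kinetically (ex 480/em 530) as agonist response.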
D2 antag: HTS Assay for Allosteric Antagonists of the Human D2 Dopamine Receptor: Primary Screen for Antagonists. D(2) dopamine receptor (Homo sapiens), P14416. HEK293 TREx D2 cells, calcium flux, dopamine EC80. inhibition, % at 10 µM. 340,000 compounds, 2% hits. AID 485344, 2010; in the data active means inhibition above about 30%; further: 0% is about no effect
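Dopamine at EC80 is the agonist stimulus; test compounds precede it by 180 s. Calcium flux read kinetically in a force-coupled, inducible HEK293 T-REx D2 cell line.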
D2 ag: HTS Assay for Allosteric Agonists of the Human D2 Dopamine Receptor: Primary Screen for Agonists; HEK293 T-REx D2 cells, calcium flux agonist mode; activation, % at 2 µM; 340,000 compounds, 0.53% hits;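 active means activation over 3 SD above normal in the single-dose calcium agonist read, cut at about 30% in these data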; further: 0% is about no effect
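HEK293 Trex D2 cells, tetracycline-induced, o/n 30 C 5% CO2; no-wash Ca dye, RT 30–90 min; 10-cycle baseline, 23 nl cpd added, kinetic Ca read 180 s; agonist hits = positive Ca response.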
D1 PAM: Potentiators of Human D1 Dopamine Receptor: qHTS; D(1A) dopamine receptor (Homo sapiens), P21728; HEK293 TREx D1 cells, calcium flux, dopamine EC20 potentiation; potentiation, % at 10 µM; 360,000 compounds, 0.036% hits; AID 504651, 2011; in the data active means potentiation above about 30%; further: 0% is about no effect
* = called active by the depositor; · = no result given; & = joins results of further samples. Unless noted, no stated cut-off is given here; in the data, active means activation above about 30%; inactive means the rest. Hits appear at their usual frequency; about 7.1% have a hit in one of these screens.

SMILES,D2 antag,TRHR ag,D2 PAM,D1 antag,D1 PAM,D2 ag,RXFP1 antagonist,D1 ag,TRHR enhancer
CC(C)NC(=O)C(c1ccc(F)cc1)N(C(=O)CCC(=O)Nc1ccccn1)c1ccccc1F (configuration not stated),-6,0.6,8,0,-2,0.9,0,-2,-1
CCOC(=O)C1(CCOC)CCN(Cc2ccc(COC)o2)CC1,7,-2.3,15,-8,0,-0.5,-23,1,-4
COC(=O)C1=C(NC(=O)COc2ccc(Cl)cc2Cl)CCS1,-3,0.0,-6,2,-10,-0.5,-2,1,-3
COc1ccccc1-c1nnc(N(C)C(=O)C2CCCO2)s1 (configuration not stated),-1,-0.1,-17,-11,-11,0.5,5,1,-5
CCOC(=O)Nc1nnc(Cc2ccc(Cl)c(Cl)c2)s1,4,0.5,3,4,14,1.4,4,0,-3
Cn1c(NCc2ccccc2)nc2c1c(=O)n(Cc1ccccc1)c(=O)n2C,0,0.8,16,-1,0,0.7,-10,-3,-3
NC(=O)c1ccsc1NC(=O)COC(=O)/C=C/c1ccc([N+](=O)[O-])cc1,-1,0.2,3,-6,-6,0.7,-13,10,-5
COc1cc(C2C(C#N)=C(N)Oc3n[nH]c(C)c32)cc2c1OCO2 (configuration not stated),15,-0.1,5,20,2,0.3,10,-1,1
Cc1ccc(C)c(N2CCN(C(=O)c3c4c(nc5ccccc35)C(=O)N(C3CCCCC3)C4)CC2)c1,·,0.0,10,22,0,·,7,1,0
CN(C)c1ccc(C(=O)OCC(=O)N2CCCCCC2)cc1,-4,0.1,-1,7,-7,-0.1,8,2,0
Cn1c(=O)c(=O)n(C)c2cc(N3CCCCC3)c(NS(=O)(=O)c3ccc(Br)cc3)cc21,19,1.1,2,18,-3,22,-28,7,9
O=C(Nc1ccc(NC(=O)c2ccc3c(c2)OCO3)cc1)c1cccc(Cl)c1,-40,0.0,-1,27,8,-0.2,-4,1,2
O=C(NCc1ccc(Cl)cc1)C1CCN(S(=O)(=O)c2ccccc2)CC1,-11,-1.0&-1.1,-7&-6,-25&-30,-8&-2,-1.0&-1.7,-19&0,4&18,-8&5
Cc1nnc(NC(=O)CC23CC4CC(CC(C4)C2)C3)s1,10,0.5,19,-2,3,0.5,-3,0,0
O=C(c1ccco1)N1CCN(Cc2cc(=O)c(OCc3ccc([N+](=O)[O-])cc3)co2)CC1,-6,-0.1,2,7,-2,-0.2,11,1,6

Full records, quoted from the list. Order of values: D2 antag	TRHR ag	D2 PAM	D1 antag	D1 PAM	D2 ag	RXFP1 antagonist	D1 ag	TRHR enhancer
`O=C(Nc1ccc(NC(=O)c2ccc3c(c2)OCO3)cc1)c1cccc(Cl)c1` across the screens: -40	0.0	-1	27	8	-0.2	-4	1	2
`Cn1c(=O)c(=O)n(C)c2cc(N3CCCCC3)c(NS(=O)(=O)c3ccc(Br)cc3)cc21` across the screens: 19	1.1	2	18	-3	22	-28	7	9
`Cc1ccc(C)c(N2CCN(C(=O)c3c4c(nc5ccccc35)C(=O)N(C3CCCCC3)C4)CC2)c1` across the screens: ·	0.0	10	22	0	·	7	1	0

Next section
SMILES,D2 antag,TRHR ag,D2 PAM,D1 antag,D1 PAM,D2 ag,RXFP1 antagonist,D1 ag,TRHR enhancer
O=C(CNC(=O)c1ccco1)N/N=C/c1ccc(O)c([N+](=O)[O-])c1,12,0.6,6,-5,-1,0.2,-7,3,5
CCc1ccc(NC(=O)CSc2nc3ncc(Br)cc3[nH]2)cc1,-7,0.2,1,42,-7,0.0,2,2,-10
Cc1noc(NS(=O)(=O)c2ccc(N/C=C/C(=O)c3ccc(F)cc3)cc2)c1C,3,-0.1,-1,10,-6,-1.8,16,-1,-2
O=C(COc1ccccc1F)N1CCc2ccccc2C1,7,-0.2,12,-58*,-1,0.1,4,1,-1
CN(CCOc1ccccc1)C(=O)c1cc(COc2c(F)cccc2F)on1,·,0.3,-1,-7,-4,·,9,11,-1
CCn1ccnc1CNCc1cn(-c2cc(C)ccc2C)nc1-c1ccccc1,-7,-0.7,-5,12,-3,-1.4,5,3,-2
O=C(/C=C/c1cn(-c2ccccc2)nc1-c1cccc(Cl)c1)N1CCN(c2ccccn2)CC1,·,0.0,·,-6,-7,·,-14,3,-10
O=C(Nc1ccc(Cl)cc1)c1cc(S(=O)(=O)Nc2ccccn2)ccc1Cl,5,-0.3,6,0,1,-0.1,14,2,0
Cc1ccc(C)c(N/C(N)=N/c2nc(C)cc(C)n2)c1,22,15,-19,17,-5,56*,0,24,-6
COC(=O)C1[C@H]2C(=O)N(Cc3cccs3)C[C@]23C=C[C@H]1O3 (some centres not stated),12,0.4,-3,-26,-5,-0.5,-6,-1,-7
CC1CCN(C(=O)C(NS(=O)(=O)c2cccc3nsnc23)c2ccccc2)CC1 (configuration not stated),2,-0.8,-4,1,8,-0.7,-3,2,0
CCOC(=O)C1CCN(C(=O)c2cc(S(=O)(=O)N(C)C)ccc2N2CCCC2)CC1,-14,-0.3,-7,16,4,-1.4,-18,3,3
CCCCOc1ccc(C2C(C(=O)Nc3ccccc3OC)=C(C)Nc3nnnn32)cc1OC (configuration not stated),·,-0.4,-3,-2,-2,-0.6,-2,1,2
Cc1cc(Br)ccc1NC(=O)CCS(=O)(=O)c1cccc2nsnc12,·,-0.4,17,-4,3,-0.5,·,-3,-7
COCc1nc2cccnc2n1C1CCN(S(=O)(=O)N(C)C)CC1,·,0.4,-1,1,-1,0.5,4,1,-18
CC1=CC(C)(C)Nc2ccc(OC(=O)CCN3C(=O)c4ccccc4C3=O)cc21,-1,-0.4,1,-4,-5,-0.8,-6,1,-5
CO/N=C(/c1nonc1N)N1CCN(c2ccc([N+](=O)[O-])cc2)CC1,-9,6.8,6,-5,-4,1.5,6,2,-9
CCc1ccc(NC(=S)N2CCC(NC(=O)c3ccccc3OC)CC2)cc1,-25,-0.4,-2,-15,-6,0.4,2,2,8
CSc1ncccc1C(=O)Nc1cccc(S(=O)(=O)N(C)c2ccccc2)c1,16,-0.3,10,-21,-9,-1.0,2,9,-6
CN1C(=O)CSC1=NC12CC3CC(CC(C3)C1)C2,8,-1.0,2,9,13,0.9,14,2,-5
CCOC(=O)c1cc(-c2ccccc2)n(CCCC(=O)Nc2ccc(C)cc2C)c1C,·,0.8,14,-17,-6,1.1,-6,6,2
CN1CCN(CCNC(=O)Nc2ccccc2[N+](=O)[O-])CC1,-12,0.6,3,8,0,5.6,2,2,7
CCOC(=O)c1[nH]c2ccc(OCC)cc2c1NC(=O)CN1CCN(c2ccccn2)CC1,36*,-0.1,-5,-9,-4,0.8,7,1,-13
COCc1nnc(NC(=O)c2cc(OC)c(OC)c(OC)c2)s1,·,0.3,0,-7,1,0.1,-12,1,-8
O=C(CSc1nncs1)Nc1nnc(-c2ccccc2)o1,-5,1.0,-1,-8,7,0.3,-12,3,-2
CC(C)(C)c1ccc(OCCOCCn2cnc3ccccc3c2=O)cc1,·,1.4,·,-17,-2,·,-10,2,0
CCc1ccc(OCCCSc2nc(-c3ccc(C(C)(C)C)cc3)nc3cc(=O)[nH]n23)cc1,·,-0.2,-7,6,3,-0.2,-12,1,2
Cc1ccc(C)c(NC(=O)c2cc(-c3cc(C)ccc3O)n[nH]2)c1,-8,0.5,23,-1,7,0.3,-16,1,-3
Cc1ccc(CNC(=O)C2CCN(S(=O)(=O)c3ccc4c(c3)oc(=O)n4C)CC2)cc1,·,-0.5,-5,-5,-2,-0.3,·,-1,5
O=C(Nc1ccc(N2CCOCC2)cc1)c1ccc(COc2ccccc2)cc1,2,0.3,8,-9,-2,1.2,-23,4,0
Cc1cccc(OCC(=O)NNC(=O)c2cc3ccccc3oc2=O)c1,0,-0.4,0,-4,-7,-0.5,-7,3,10
CCN(Cc1cc(=O)oc2cc(C)ccc12)c1ccccc1,3,0.5,4,-6,-1,0.1,-2,12,-7
COc1ccc2[nH]c(=O)c(CNc3ccccc3C)cc2c1,3,-0.7,11,-2,-11,-0.4,4,5,1
O=C(c1ccc2c(c1)OCO2)N(c1ccc(F)cc1)C1C=CS(=O)(=O)C1 (configuration not stated),1,-1.2,10,-1,4,3.3,-3,4,5
COc1ccccc1C(=O)NC(=S)Nc1ccccc1N1CCCCC1,-1,0.0,9,9,12,0.2,-17,5,1
O=c1c2c3c(sc2n(Cc2cc(=O)n4ccccc4n2)c(=O)n1-c1ccccc1)CCC3,·,0.1,-10,-4,1,·,-5,-2,6
Cc1ccc(-c2noc(C3CCCN(C(=O)c4ccccc4Br)C3)n2)o1 (configuration not stated),-8,0.2,4,-2,-12,0.6,-31,2,-2
Cc1ccc(CNC(=O)c2ccc(N3CCC4(CC3)CC(c3ccccc3)=NO4)c([N+](=O)[O-])c2)cc1,45*,-0.2,-7,-4,0,6.9,·,0,-3
COc1cccc(/C(C)=N/NC(=O)Cc2c(C)[nH][nH]c2=O)c1,3,-0.1,3,-12,-4,-0.3,-12,5,10

From PubChem
